Bioassay records (PubChem)
TSHR antag: human thyrotropin receptor antagonism. P16473. TSHR-expressing cells, TSH-stimulated cAMP HTRF, 2 h; stronger effect = lower value. activity change, negative = inhibition, % at 11.5 µM. actives 0.2% (n = 330,000). AID 504810;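 active = activity change below a set negative limit, meaning inhibition stronger than a set level, cut at about -70% in these data; inconclusive = activity change between two set negative limits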; note: % is set by controls: 0 for no effect and ±100 for the full control effect
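Read-out is FRET at 665 nm (cryptate excitation 337 nm) from a cryptate-tagged anti-cAMP antibody, competed by cell cAMP against cAMP-d2. Compounds are tested on freshly harvested TSHR cells challenged with 4nM TSH (EC80) for 2 hours at 37 deg C.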
KCNH2 WT inh: blocks the wildtype human KCNH2 potassium channel; Q12809; U2OS, BacMam KCNH2, thallium flux FluxOr; stronger effect = lower value; activity change, % at 1.84 µM; actives 0.37% (n = 340,000); AID 720551;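 active = maximum activity change below -70%; inconclusive = maximum activity change between -70% and -50%; inactive = maximum activity change above -50%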; note: % is set by controls: 0 for no effect and ±100 for the full control effect
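U2OS cells transduced with wild-type KCNH2 virus are loaded with FluxOr dye for 45 min, and thallium flux is measured in kinetic reads before and after stimulation buffer. Rate constants are normalized to DMSO controls.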
Eya2 phos inh: Eya2 (human) phosphatase inhibition; Potency, µM (series often up to 76.9 µM), for inactives: at the top dose activity, negative = inhibition, usual class: inhibitors; recombinant Eya2, OMFP fluorescence dephosphorylation (OMFP is methylfluorescein phosphate); actives 0.006% (n = 330,000); O00167; note: potency is the fitted concentration of half-maximal effect; % is set by controls: 0 for no effect and ±100 for the full control effect
Target sequence (O00167 whole entry, looked up): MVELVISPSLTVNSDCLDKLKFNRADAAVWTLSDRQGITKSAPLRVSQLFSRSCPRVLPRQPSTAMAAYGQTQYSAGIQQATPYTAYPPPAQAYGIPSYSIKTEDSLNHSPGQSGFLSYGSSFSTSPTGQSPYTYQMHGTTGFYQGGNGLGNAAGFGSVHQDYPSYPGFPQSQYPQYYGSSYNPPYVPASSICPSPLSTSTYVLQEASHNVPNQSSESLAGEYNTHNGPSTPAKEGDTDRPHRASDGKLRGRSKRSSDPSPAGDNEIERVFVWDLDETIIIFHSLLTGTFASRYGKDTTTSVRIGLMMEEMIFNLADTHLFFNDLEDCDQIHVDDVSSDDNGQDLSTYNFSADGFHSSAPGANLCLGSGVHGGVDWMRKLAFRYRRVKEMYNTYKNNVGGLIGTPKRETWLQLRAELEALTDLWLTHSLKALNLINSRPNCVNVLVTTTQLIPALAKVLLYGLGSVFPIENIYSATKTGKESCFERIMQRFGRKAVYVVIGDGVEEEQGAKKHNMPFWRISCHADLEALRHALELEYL
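Eya2 protein (added as 0.2 uM solution) was preincubated with compound for 10 min at ambient temperature in 50 mM HEPES pH 7.5, 50 mM NaCl, 5 uM MgCl2, 0.05% BSA, 1 mM DTT. OMFP (added at 50 uM) then reacted 10 min; fluorescence read at 485/525 nm.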
S-ASM inh: inhibitors of human secretory acid sphingomyelinase; placental ASM, HMU-PC fluorogenic substrate, 60 min; actives 0.006% (n = 340,000); Potency, µM (doses to about 57.5 µM), without a hit: top-dose activity change, negative = inhibition, hits mostly inhibitors; note: potency is the fitted concentration of half-maximal effect
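HMU-PC0 cleavage (9 uM final) by human placental ASM, 60 min at 37 °C following 10 min compound exposure at RT; stopped at pH 10, fluorescence Ex 386/Em 447 nm.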
PKM2 activator: activators of human pyruvate kinase M2; P14618; purified PKM2, Kinase-Glo ATP luminescence, activation; response scale: 0% is enzyme alone, no compound; Potency, µM (top dose mostly 57.5 µM), for the others: at the top dose activation, hits mostly activators; actives 0.34% (n = 260,000); AID 1631; note: potency is the fitted concentration of half-maximal effect; % is set by controls: 0 for no effect and ±100 for the full control effect; nearly all actives have a fitted effect of over 55% in size
Target sequence (P14618 whole entry, looked up): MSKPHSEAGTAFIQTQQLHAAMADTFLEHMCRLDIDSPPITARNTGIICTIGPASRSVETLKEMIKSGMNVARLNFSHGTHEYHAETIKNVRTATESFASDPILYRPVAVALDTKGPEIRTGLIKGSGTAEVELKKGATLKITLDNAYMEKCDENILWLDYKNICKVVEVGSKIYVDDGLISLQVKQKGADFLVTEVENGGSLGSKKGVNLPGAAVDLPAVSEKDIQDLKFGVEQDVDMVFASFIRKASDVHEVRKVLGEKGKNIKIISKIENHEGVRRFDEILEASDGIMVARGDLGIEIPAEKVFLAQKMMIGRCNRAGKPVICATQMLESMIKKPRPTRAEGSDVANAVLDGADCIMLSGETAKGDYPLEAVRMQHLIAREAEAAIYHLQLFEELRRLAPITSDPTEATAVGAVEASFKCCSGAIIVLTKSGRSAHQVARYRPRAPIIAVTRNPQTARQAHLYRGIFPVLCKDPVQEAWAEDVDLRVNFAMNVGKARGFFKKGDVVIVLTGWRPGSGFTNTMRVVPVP
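ATP formation by purified human PK-M2, quantified via coupled luciferase luminescence after 1 h at room temperature with 0.1 mM ADP and 0.5 mM PEP final.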
Mito fusion act: mitochondrial division inhibition or fusion activation; S. cerevisiae fusion-defective mutant growth rescue, CellTiterGlo 48 h; Potency, µM (titrated, usually from 46.1 µM), without a hit: at the highest dose growth rescue (activation), most hits filed as activators; actives 0.23% (n = 320,000); AID 485298;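 note: potency is the fitted concentration of half-maximal effect; % of control where 0% means no effect; nearly all actives have a fitted effect of over 45% in size; temperature-sensitive fusion mutants such as fzo1-1 at 37 °C on non-fermentable ethanol glycerol medium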
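S. cerevisiae fusion-defective temperature-sensitive mutants (e.g. fzo1-1, mgm1-5) grown 48 h at 37C in YPEG (ethanol/glycerol non-fermentable) medium with 23 nl compound per well; growth rescue read as CellTiterGlo luminescence.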
GALK inhibitor: galactokinase (human) inhibition; P51570; Purified GALK, Kinase-Glo residual ATP luminescence; Potency, µM (top dose mostly 57.5 µM), for the others: at the highest dose activity change, negative = inhibition, hits mostly inhibitors; actives 0.007% (n = 270,000); AID 1868; note: potency is the fitted concentration of half-maximal effect; % is set by controls: 0 for no effect and ±100 for the full control effect
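Luminescence from leftover ATP (Ultra-Glo luciferase/luciferin) served as read-out after a 1 h room-temperature reaction of 5 nM GALK with 35 uM ATP and 100 uM galactose.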
MBNL1-CUG inh: MBNL1-poly(CUG) RNA binding inhibition; Q9NR56; TR-FRET MBNL1-His/biotin-(CUG)12 binding, 665/545 ratio; Potency, µM (series often up to 57.5 µM), for inactives: at the top dose activity change, negative = inhibition, actives largely listed as inhibitors; actives 0.036% (n = 280,000); active = well fitted inhibition curve with a large enough effect in the signal ratio, with a control signal flat, not every such curve was filed as active; inconclusive = small, poorly fitted or top-dose-only effect, or effect the other way, or a change in a side signal; inactive = no such curve, though single readings can be large or run the other way; the % refers to the signal ratio; note: potency is the fitted concentration of half-maximal effect; % is set by controls: 0 for no effect and ±100 for the full control effect
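Ratiometric TR-FRET (665 over 545 nm, excitation 340 nm) tracks disruption of MBNL1-His/biotin-(CUG)12 complex after 60 min at room temperature, with compounds at 92 nM to 58 uM final.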
Menin-MLL TR inh: inhibitors of human menin-MLL interaction, mutant MLL peptide; Menin + Texas Red MLL mutant peptide, fluorescence polarization; actives 0.23% (n = 270,000); O00255; Potency, µM (doses to about 61.6 µM), for inactives: at the top dose FP activity change, negative = inhibition, hits mostly inhibitors; AID 1768; active = well fitted inhibition curve with a large enough effect in the polarisation, with a control signal flat, not every such curve was filed as active; inconclusive = small, poorly fitted or top-dose-only effect, or effect the other way, or a change in a side signal; inactive = no such curve, though single readings can be large or run the other way; the % refers to the polarisation; note: potency is the fitted concentration of half-maximal effect; % of control where 0% means no effect; many of its hits are not listed in these tables
Chronic BCR inh: chronic active BCR signaling inhibition | ABC-DLBCL IkBa-CBG/CBR reporter, luminescence ratio, 4 h | Potency, µM (doses to about 46.1 µM), inactives show at the top dose ratio change, negative = lower green/red ratio, most hits filed as inhibitors | actives 0.05% (n = 340,000) | AID 493014; active = well fitted inhibition curve with a large enough effect in the signal ratio, with a control signal flat, not every such curve was filed as active; inconclusive = small, poorly fitted or top-dose-only effect, or effect the other way, or a change in a side signal; the % refers to the signal ratio;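 note: potency is the fitted concentration of half-maximal effect; plate controls were basal doxycycline-induced cells for no effect and cells given 10 µM MG132 for full effect; MG132 reads +100%, hits lower the ratio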
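Compounds up to 46 uM were incubated four hours with TMD8 cells whose green CBG68 luciferase is fused to IkappaBalpha; red CBR luminescence normalised the signal, and concentration-effect curves were fitted to fusion, red and ratio data.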
USP2a block: USP2a (human) protease inhibition; actives 0.01% (n = 330,000); AID 463254; Potency, µM (top dose mostly 38.3 µM), for the others: at the top dose activity change, negative = inhibition, hits mostly inhibitors; USP2 core, Ub-CHOP2 coupled fluorogenic reporter, 485/531;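 note: potency is the fitted concentration of half-maximal effect; plate controls were DMSO wells for no effect and full inhibition by NEM control for full effect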
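USP2 core (10nM final) preincubated 30min RT with compound in 20mM Tris-HCl pH 8.0, 2mM CaCl2, 2mM beta-mercaptoethanol, 0.05% CHAPS; 25nM Ub-CHOP2 plus 25nM reporter substrate added, fluorescence (Ex485/Em531) read after 60min.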
Starred values were filed as active, the others as inactive; ? = inconclusive; · = not tested or not shown; [ ] = another dose, or the depositor's remark. Unless noted, calls come from the whole dose curve; as a rule, active = well fitted curve in the direction sought with a large enough effect; inconclusive = small, poorly fitted or top-dose-only effect, or another doubt; inactive = no such curve, though single readings can be large; an effect the other way counts as inactive or inconclusive. This is a subset; rates above refer to the full screens.

SMILES	TSHR antag	KCNH2 WT inh	Eya2 phos inh	S-ASM inh	PKM2 activator	Mito fusion act	GALK inhibitor	MBNL1-CUG inh	Menin-MLL TR inh	Chronic BCR inh	USP2a block
Cc1ccc(Oc2nsnc2N2CCOCC2)cc1	1	3	1%	0%	1%	-15%	0%	-17%	8%	4%	-2%
CC(=O)Nc1ccc(S(=O)(=O)Oc2ccc(Br)cc2C(=S)N2CCOCC2)cc1	-1	5	1%	-2%	-7%	7%	-4%	-3%	·	-16%	-1%
CN(C)S(=O)(=O)N1CCN(C(=O)N(c2ccccc2)c2ccccc2)CC1	3	-40	2%	3%	4%	-5%	-4%	-15%	-15%	1%	1%
COc1ccc2c(c1)CCc1c(C(=O)N3CCCC3)noc1-2	-15	-21	3%	1%	-1%	7%	0%	4%	1%	0%	0%
Cc1ccc(S(=O)(=O)NCC(=O)OCC(=O)N(C)C2CCS(=O)(=O)C2)cc1 (stereo unspecified)	22	-4	9%	2%	·	-5%	·	·	·	2%	4%
Cc1c(Cl)cccc1Nc1nc(NCCO)c2ccccc2n1	-1	13	11%	0%	7%	-22%	5%	?	11%	-8%	-1%
CS(=O)(=O)N1CCCC(C(=O)NCCc2ccccc2)C1 (stereo unspecified)	6	0	-6%	7%	-9%	-2%	1%	-3%	3%	-1%	1%
c1coc(CNCCCN2CCOCC2)c1	5	4	-11%	5%	-5%	0%	0%	-3%	·	?	0%
O=C1N/C(=C/c2cccn2-c2ccccc2)C(=O)N1c1cccc(Cl)c1	4	45	4%	9%	0%	-1%	3%	·	?	5%	4%
COCCN(C(=O)CCC(=O)Nc1nccs1)C(C(=O)NCCC(C)C)c1ccc(F)cc1 (stereo unspecified)	11	-6	0%	3%	-4%	-4%	1%	-2%	4%	8%	0%
COc1cc(CNC(=O)OCC(C)C)cc(OC)c1OC	-5	-1	-3%[15.4 µM]	1%	2%	0%	3%	-2%	-7%	?	0%
O=c1oc2c(CN3CCCCCC3)c(O)ccc2cc1-c1nc2ccccc2[nH]1	-18	·	?	·	-5%	5%	1%	?	?	1%	?
COc1cccc(/C=N/N2CCN(c3ccc(Cl)cc3)CC2)c1OC	-11	-1	-6%	-1%	·	2%	9%	-2%	-17%	5%	0%
Cn1nnnc1SCC(=O)Nc1ccc(Br)cc1Br	22	11	3%	1%	·	·	·	·	·	2%	1%
Cc1cc(C)n(-c2nc3ccccc3c(=O)n2OCCOc2ccccc2)n1	3	-11	4%	1%	-16%	5%	0%	-17%	-23%	4%	0%
CC(=O)c1c(C)[nH]c(C(=O)OCc2cccc(C)c2)c1C	-24	-8	1%	-7%	2%	35µM*	16%	-11%	-14%	?	-1%
CCOC(=O)Cc1csc(NC(=O)Nc2cccs2)n1	4	8	11%	0%	·	12%	2%	-1%	?	1%	-1%
Cc1ccccc1C(=O)NC1CC2CCC(C1)N2Cc1ccccc1 (stereo unspecified)	4	4	-26%	4%	-7%	5%	6%	-3%	-16%	?	2%
COc1ccc(S(=O)(=O)N2CCC(C(=O)NC3CC3)CC2)cc1	19	0	6%	1%	9%	-5%	0%	-12%	-1%	-4%	-2%
Cc1ccc(C(=O)Nc2ccc(C(=O)N/N=C/c3ccc(C)o3)cc2)cc1	2	-5	-1%	-1%	12%	-4%	16%	7%	51%[activator]	?	-4%
C=CCn1c(SCc2cc(=O)n3ccsc3n2)nnc1C1CCCCC1	6	3	-2%	1%	0%	1%	0%	-2%	-2%	3%	1%
CC1=C(C(=O)Nc2ccc(Cl)cc2)C2(CCCCC2)C(C(N)=O)C(=S)N1 (stereo unspecified)	7	·	2%	·	-1%	-2%	0%	-1%	22%	5%	4%
CCCCN(C(=O)c1cccc(-n2cnnn2)c1)c1c(N)n(CC(C)C)c(=O)[nH]c1=O	6	13	-11%	11%	·	-2%	·	·	·	0%	1%
OC1=C(O)c2nc3ccccc3nc21	1	-11	-31%	2%	0%	0%	0%	4%	-2%	1%	0%
Cc1nn2c(C(F)(F)F)c3c(nc2c1-c1ccccc1)CCC3	-18	0	0%	-4%	-6%	4%	-3%	5%	-16%	-2%	2%
O=C(NNS(=O)(=O)c1ccccc1[N+](=O)[O-])c1cccc(Cl)c1	1	4	2%	11%	11%	-6%	·	-17%[11.5 µM]	1%	2%	1%
CC(=O)c1c(N2CCN(Cc3ccccc3)CC2)nc(=S)n(-c2ccccc2)c1C	-3	12	10%	-2%	-1%	-5%	10%	·	-6%	4%	1%
COc1ccc(/C=C(\C#N)C(=O)OCC(=O)NC2CC2)cc1	-3	-6	-6%	22%	1%	11%	1%	·	52%[activator]	?	1%
c1ccc(Cn2c(CN3CCCC3)nc3ccccc32)cc1	-5	1	4%	9%	0%	-12%	·	1%	?	14%	1%
Cc1cc(-n2c(SCCC#N)nnc2-c2cccnc2)ccc1Cl	-11	1	19%	-3%	0%	-1%	-1%	-5%	?	2%	-1%
Cc1ccc(CNC(=O)c2ccc(N3CCC4(CC3)CC(c3cccc(Br)c3)=NO4)c(NC(=O)c3ccc(Cl)c([N+](=O)[O-])c3)c2)cc1	13	-7	6%	2%	·	·	·	·	·	-1%	-3%
O=C(COC(=O)c1ccccc1F)Nc1ccc2c(c1)OCCO2	2	0	-1%	7%	·	-6%	·	·	·	-7%	1%
CSc1ncc2c(n1)-c1cc(C)ccc1SC2	-7	-2	1%	-2%	-8%	1%	0%	-6%	4%	0%	-1%
Cc1ccc(S(=O)(=O)C(C#N)c2nc3ccccc3nc2N2CCC(C)CC2)cc1 (stereo unspecified)	?	-3	-3%	7%	15%	-2%	0%	6%	?	7%	9%
COC(=O)c1cccc(NC(=O)Cn2nnc3ccccc32)c1	-2	-3	-2%	2%	-4%	0%	9%	-2%	5%	?	1%
C=CCNc1nc(C(=O)OCC(=O)Nc2ccc(S(N)(=O)=O)cc2)cs1	·	-6	-6%	-3%	·	-7%	·	·	·	-2%	1%
CSc1nnc2c(n1)OC=Nc1ccc(Br)cc1-2	-5	-2	?	3%	-7%	-1%	-2%	?	·	-3%	1%
CC(C)N(C(=O)[C@H]1C[C@H](CC(=O)NCc2ccco2)C(=O)N2CCc3c([nH]c4cc(CCC(=O)N(C)C)ccc34)[C@]12C)C(C)C	0	-4	5%	3%	·	·	·	·	·	-1%	0%
Cc1ccc(NC(=O)n2ccc(-c3ccc(-n4ccnc4)cc3)n2)cc1	-6	-1	?	0%	·	5%	11%	-2%	-10%	-19%	-2%
CCOC(=O)c1csc(-c2snnc2C)n1	35	0	3%	-6%	7%	0%	-3%	?	·	?	4%
O=C(O)CCCC(=O)Nc1nc(-c2ccc(F)cc2)cs1	10	-1	-36%	-2%	-23%	20%	0%	-13%	-3%	?	-6%
CCc1nnc(NC(=O)C(C)Sc2ccccc2)s1 (stereo unspecified)	-7	0	16%	4%	4%	-2%	1%	-19%	6%	?	-1%
OCCC1CN(Cc2ccc(Oc3ncccn3)cc2)CCN1C1CCCC1 (stereo unspecified)	-2	-4	9%	-8%	-25%	0%	-1%	-2%	-1%	?	3%
Cc1cc(=O)n(C)c(=O)n1CCCCCCOc1cccc([N+](=O)[O-])c1	-13	0	-15%	2%	21%	3%	0%	·	-9%	3%	5%
O=C1CN(c2nc(-c3ccccc3)c3cc(Cl)ccc3n2)c2ccccc2N1	-3	1	-4%	2%	5%	0%	0%	-19%	4%	-1%	5%
Cc1ccc(CCNC(=O)C2CCN(S(=O)(=O)N3CCOCC3)CC2)cc1	-9	5	0%	0%	·	1%	-4%	-2%	·	1%	5%
